Source: PubChem (National Center for Advancing Translational Sciences (NCATS))
KCNH2 3.1 block: KCNH2 3.1 (human) potassium channel inhibition; U2OS KCNH2 3.1, thallium flux FluxOr; stronger effect = lower value; activity change, % (tested at about 1.8 µM); actives 0.95% (n = 340,000); AID 720553;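 active means maximum activity change below -70%; inconclusive means maximum activity change from -70% to -50%; inactive means maximum activity change above -50%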;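 further: thallium influx rate constant from kinetic fluorescence after stimulation buffer; on the % scale 0 is the no-effect control and ±100 the full control effect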
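U2OS cells transduced with KCNH2 3.1 mutant virus (1.77 x 10^8 /mL, 4 h), plated overnight at 37 C, loaded 45 min with FluxOr dye plus Red40 quencher. Thallium flux rate constant from kinetic reads after stimulation buffer, normalised to controls.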
Menin-MLL TR inh: menin-MLL binding inhibition, Texas Red mutant peptide | Menin + Texas Red MLL mutant peptide, fluorescence polarization | actives 0.23% (n = 270,000) | AID 1768 | O00255 | Potency, µM (series often up to 61.6 µM), inactives show top-dose FP activity change, negative = inhibition, usual class: inhibitors; active means well fitted inhibition curve with a large enough effect in the polarisation, with a control signal flat, not every such curve was filed as active; inconclusive means small, poorly fitted or top-dose-only effect, or effect the other way, or a change in a side signal; inactive means no such curve, though single readings can be large or run the other way; the % refers to the polarisation; further: potency means the concentration at half of the fitted maximal effect; % of control where 0% means no effect; many of its hits are not listed in these tables
Giardia killer: kills Giardia lamblia; Giardia lamblia trophozoite viability; activity change, % at 7.66 µM, hits read low; actives 0.15% (n = 340,000); in the data active means activity change below about -80%; inconclusive means between about -30% and that limit;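 further: parasites exposed to compound for two days anaerobically before the ATP read; on the % scale 0 is the no-effect control and ±100 the full control effect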
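Giardia trophozoites, 100 cells per well, were exposed to compounds for 48 hrs at 37 deg C under anaerobic conditions; viability was then read as ATP content by bioluminescence after 15-30 min at room temperature.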
MLL CXXC-DNA inh: MLL CXXC-DNA interaction inhibition. MLL-CXXC / FITC-HOXA9 DNA fluorescence polarization. actives 0.037% (n = 290,000). Potency, µM (highest dose often 115 µM), inactives show at the top dose activity change, negative = inhibition, most hits filed as inhibitors. AID 2662; active means well fitted inhibition curve with a large enough effect in the polarisation, with a control signal flat, not every such curve was filed as active; inconclusive means small, poorly fitted or top-dose-only effect, or effect the other way, or a change in a side signal; inactive means no such curve, though single readings can be large or run the other way; the % refers to the polarisation; further: potency means the concentration at half of the fitted maximal effect
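Fluorescence polarization: 7 uM MLL-CXXC (stock) preincubated 5 min with compounds, then 50 nM fluorescein-HOX-A9 DNA (stock) added; 30 min ambient. Buffer 50 mM Tris-HCl pH 7.5, 50 mM NaCl, 1 mM DTT, 0.05% BSA.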
FBPA coupling cs: counter-screen for Giardia aldolase inhibitors: coupling enzyme system; coupling enzyme system counterscreen, AmpLite Red fluorescence; activity change, negative = inhibition, % at 58.2 µM, hits read low; actives 0.67% (n = 290,000); AID 2472; in the data active means activity change below about -30%; further: on the % scale 0 is the no-effect control and ±100 the full control effect
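First, compound is pin-transferred into glyceraldehyde-3-phosphate coupling-enzyme reagent at 57.5 uM final and held 10 min at RT. Next, substrate, coupling system and AmpLite Red are added. After 20 min RT, fluorescence (525/598 nm) is read.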
GALK inh: blocks human galactokinase activity; Potency, µM (highest dose often 57.5 µM), for inactives: at the highest dose activity change, negative = inhibition, most hits filed as inhibitors; Purified GALK, Kinase-Glo residual ATP luminescence; P51570; actives 0.007% (n = 270,000); AID 1868; further: potency means the concentration at half of the fitted maximal effect; on the % scale 0 is the no-effect control and ±100 the full control effect
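ATP-depletion format; final 35 uM ATP, 100 uM D-galactose, 5 nM enzyme; pH 8.0 HEPES/Mg2+ buffer; 60 min RT; luminescence read 10 min after detection reagent.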
USP2a inh: inhibitors of human ubiquitin-specific protease USP2a. USP2 core, Ub-CHOP2 coupled fluorogenic reporter, 485/531. actives 0.01% (n = 330,000). Potency, µM (top dose mostly 38.3 µM), inactives show at the top dose activity change, negative = inhibition, most hits filed as inhibitors. AID 463254. O75604;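 further: potency means the concentration at half of the fitted maximal effect; plate controls were DMSO wells for no effect and full inhibition by NEM control for full effect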
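Deubiquitinase activity read as fluorescence (485/531 nm) after Ub-CHOP2 cleavage activates the enterokinase reporter on its substrate; USP2 core 10nM, Ub-CHOP2 and substrate 25nM each, 30min compound preincubation then 60min RT; data normalized to NEM, curves fitted.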
B2AR arrestin: recruits beta-arrestin to the human beta2-adrenergic receptor; P07550; beta-arrestin recruitment to beta2AR, cell-based reporter; Potency, µM (highest dose often 46.1 µM), for the others: at the highest dose activation, hits mostly activators; actives 0.02% (n = 330,000); AID 492947;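 further: potency means the concentration at half of the fitted maximal effect; 0% = DMSO controls and full agonism = EC100 isoproterenol or metaproterenol; nearly all actives have a fitted effect of over 65% in size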
Target sequence (P07550 whole entry, looked up): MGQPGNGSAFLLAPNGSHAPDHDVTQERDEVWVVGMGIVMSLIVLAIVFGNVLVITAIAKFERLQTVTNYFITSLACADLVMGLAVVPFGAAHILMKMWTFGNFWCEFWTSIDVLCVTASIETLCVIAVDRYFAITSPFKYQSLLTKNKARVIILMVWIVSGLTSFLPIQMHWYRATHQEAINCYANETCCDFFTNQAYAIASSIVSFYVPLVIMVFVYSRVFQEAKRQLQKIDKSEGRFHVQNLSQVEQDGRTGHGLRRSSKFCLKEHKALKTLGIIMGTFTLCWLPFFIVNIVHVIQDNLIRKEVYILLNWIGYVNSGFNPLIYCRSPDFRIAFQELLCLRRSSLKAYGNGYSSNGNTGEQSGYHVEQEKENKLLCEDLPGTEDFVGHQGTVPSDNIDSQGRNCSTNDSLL
TRPV1 agonist: agonists of human vanilloid receptor 1 (TRPV1). TRPV1-expressing cells, Fluo-8 calcium influx, agonist mode. activation, % at 8.33 µM. actives 0.19% (n = 320,000). Q8NER1. AID 540275; in the data active means activation above about 80%; inconclusive means between about 30% and that limit; further: 0% is about no effect
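Fluo-8 calcium influx in TRPV1-expressing cells, kinetic read (ex 480/em 520 nm). Compound added and read 3 min for agonist activity, followed by capsaicin at EC20 final and 2 min further read for enhancement.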
PKM2 activator: activators of human pyruvate kinase M2; P14618; purified PKM2, Kinase-Glo ATP luminescence, activation; response scale: 0% is enzyme alone, no compound; Potency, µM (top dose mostly 57.5 µM), for the others: top-dose activation, actives largely listed as activators; actives 0.34% (n = 260,000); further: potency means the concentration at half of the fitted maximal effect; on the % scale 0 is the no-effect control and ±100 the full control effect; nearly all actives have a fitted effect of over 55% in size
Target sequence (P14618 whole entry, looked up): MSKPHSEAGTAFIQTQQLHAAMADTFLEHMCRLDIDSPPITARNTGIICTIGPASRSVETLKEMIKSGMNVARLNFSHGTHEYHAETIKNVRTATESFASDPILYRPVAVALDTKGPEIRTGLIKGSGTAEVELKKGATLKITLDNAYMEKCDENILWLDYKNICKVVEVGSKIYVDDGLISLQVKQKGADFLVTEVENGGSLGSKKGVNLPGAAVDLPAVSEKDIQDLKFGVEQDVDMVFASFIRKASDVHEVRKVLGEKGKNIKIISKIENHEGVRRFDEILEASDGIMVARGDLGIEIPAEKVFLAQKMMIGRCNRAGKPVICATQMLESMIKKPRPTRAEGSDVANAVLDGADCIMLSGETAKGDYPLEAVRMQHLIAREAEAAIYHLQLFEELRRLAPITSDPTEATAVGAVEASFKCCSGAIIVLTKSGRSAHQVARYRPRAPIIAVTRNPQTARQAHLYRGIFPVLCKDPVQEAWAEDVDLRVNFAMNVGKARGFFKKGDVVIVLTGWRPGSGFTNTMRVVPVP
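ATP formation by purified human PK-M2, quantified via coupled luciferase luminescence after 1 h at room temperature with 0.1 mM ADP and 0.5 mM PEP final.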
KCNH2 WT inh: blocks the wildtype human KCNH2 potassium channel; U2OS, BacMam KCNH2, thallium flux FluxOr; stronger effect = lower value; activity change, % at 1.84 µM; actives 0.37% (n = 340,000);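 active means maximum activity change below -70%; inconclusive means maximum activity change between -70% and -50%; inactive means maximum activity change above -50%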; further: on the % scale 0 is the no-effect control and ±100 the full control effect
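U2OS cells transduced with wild-type KCNH2 virus are loaded with FluxOr dye for 45 min, and thallium flux is measured in kinetic reads before and after stimulation buffer. Rate constants are normalized to DMSO controls.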
Starred values were filed as active, the others as inactive; [ ] = dose if it differs, or a comment. Unless noted, the call rests on the fitted dose curve; in most records, active means well fitted curve in the direction sought with a large enough effect; inconclusive means small, poorly fitted or top-dose-only effect, or another doubt; inactive means no such curve, though single readings can be large; an effect the other way counts as inactive or inconclusive. Some of the compounds tested; the hit share may differ from the screen's.

What do the screens show for `Cc1nc2c3ccccc3nc(NNC(=O)CCC(=O)N3CCN(c4ccc(F)cc4)CC3)n2n1`?
KCNH2 3.1 block: -32; Menin-MLL TR inh: 0%; Giardia killer: -5; MLL CXXC-DNA inh: 43%[activator]; FBPA coupling cs: 1; GALK inh: 1%; USP2a inh: 0%; B2AR arrestin: -0.3%; TRPV1 agonist: 0; PKM2 activator: 2%[0.46 µM]; KCNH2 WT inh: 6

How did CCN1C(=O)C(F)(CC)C(=O)c2ccccc21 (stereo unspecified) do in these assays?
KCNH2 3.1 block: -3; Menin-MLL TR inh: 34%[activator]; Giardia killer: -4; MLL CXXC-DNA inh: 1%; FBPA coupling cs: -2; GALK inh: 0%; USP2a inh: 4%; B2AR arrestin: 0.3%; TRPV1 agonist: -5; PKM2 activator: 0%; KCNH2 WT inh: -7

Results for O=C(Nc1ccc(S(=O)(=O)Nc2ccccc2)cc1)C1COc2ccccc2O1 (stereo unspecified) ?
KCNH2 3.1 block: 0; Menin-MLL TR inh: inconclusive; Giardia killer: 1; MLL CXXC-DNA inh: -2%; FBPA coupling cs: 0; GALK inh: -2%; USP2a inh: -2%; B2AR arrestin: -1.4%; TRPV1 agonist: -2; PKM2 activator: inconclusive; KCNH2 WT inh: 11

What do the screens show for `CCCCCCCC(=O)NNC(=O)c1c(O)c2ccccc2[nH]c1=O`?
KCNH2 3.1 block: -5; Giardia killer: 13; MLL CXXC-DNA inh: -3%; FBPA coupling cs: -1; GALK inh: 0%; USP2a inh: 12%; B2AR arrestin: -0.3%; TRPV1 agonist: 2; PKM2 activator: 1%; KCNH2 WT inh: 2

Results for CCC1=NC(c2ccc(Br)cc2)N(O)C1(C)C (stereo unspecified) ?
KCNH2 3.1 block: 0; Menin-MLL TR inh: -1%; Giardia killer: 9; MLL CXXC-DNA inh: 9%; FBPA coupling cs: 3; GALK inh: 10%; USP2a inh: 5%; B2AR arrestin: 0.2%; TRPV1 agonist: -4; PKM2 activator: 0%; KCNH2 WT inh: -7

What do the screens show for `CN(C)S(=O)(=O)c1ccc(C(=O)NCCC(=O)N2CCCC2)cc1`?
KCNH2 3.1 block: 8; Menin-MLL TR inh: 0%; Giardia killer: -4; MLL CXXC-DNA inh: -4%; FBPA coupling cs: 1; GALK inh: 7%; USP2a inh: -1%; B2AR arrestin: -0.3%; TRPV1 agonist: 0; KCNH2 WT inh: -15

Results for CC(CC(=O)N(C)CC(=O)Nc1ccc(N2CCOCC2)cc1)c1ccccc1 (stereo unspecified) ?
KCNH2 3.1 block: 5; Giardia killer: -12; USP2a inh: 0%; B2AR arrestin: -0.1%; TRPV1 agonist: -2; KCNH2 WT inh: -2

Results for OCCSc1nncn1/N=C/c1c[nH]c2ccccc12 ?
KCNH2 3.1 block: -29; Menin-MLL TR inh: 4%; Giardia killer: -25; MLL CXXC-DNA inh: -4%; FBPA coupling cs: 0; GALK inh: 2%; USP2a inh: 4%; B2AR arrestin: 0.1%; TRPV1 agonist: 2; PKM2 activator: -4%; KCNH2 WT inh: 7

Results for CNc1nc(Oc2ccc(C(=O)OC)cc2)nc(SC)n1 ?
KCNH2 3.1 block: -10; Menin-MLL TR inh: 13%; Giardia killer: -4; MLL CXXC-DNA inh: 10%; FBPA coupling cs: 5; GALK inh: 1%; USP2a inh: 1%; B2AR arrestin: -0.5%; TRPV1 agonist: -1; PKM2 activator: -8%; KCNH2 WT inh: 6

How did CCC1=NNC(=O)C(CC(=O)Nc2ccccc2)c2cc(OC)c(OC)cc21 (stereo unspecified) do in these assays?
KCNH2 3.1 block: 10; Menin-MLL TR inh: -4%; Giardia killer: 7; MLL CXXC-DNA inh: -16%; FBPA coupling cs: 2; USP2a inh: -5%; B2AR arrestin: -1.2%; TRPV1 agonist: 1; PKM2 activator: -5%; KCNH2 WT inh: -1

Results for O=C(CCNS(=O)(=O)c1ccccc1)N1CCN(c2ccccc2)CC1 ?
KCNH2 3.1 block: 4; Menin-MLL TR inh: 2%; Giardia killer: 18; MLL CXXC-DNA inh: 5%; FBPA coupling cs: -1; GALK inh: 3%; USP2a inh: 2%; B2AR arrestin: 7.4%; TRPV1 agonist: -3; PKM2 activator: -3%; KCNH2 WT inh: 2

Results for COc1ccc(N2CCN(c3nc4ccccn4c(=O)c3/C=C(\C#N)S(=O)(=O)c3ccccc3)CC2)cc1 ?
KCNH2 3.1 block: -6; Menin-MLL TR inh: 18%; Giardia killer: -8; MLL CXXC-DNA inh: -5%; FBPA coupling cs: 1; GALK inh: 15%; USP2a inh: -1%; B2AR arrestin: 0.1%; TRPV1 agonist: -1; PKM2 activator: 3%; KCNH2 WT inh: -12

Results for COCCN(C(=O)COC(=O)CCC(=O)c1ccc(C)cc1)c1c(N)n(Cc2ccccc2)c(=O)[nH]c1=O ?
KCNH2 3.1 block: -4; Menin-MLL TR inh: 7%; Giardia killer: 3; MLL CXXC-DNA inh: inconclusive; FBPA coupling cs: -1; GALK inh: 2%; USP2a inh: 0%; B2AR arrestin: 0.2%; TRPV1 agonist: -3; PKM2 activator: 2%; KCNH2 WT inh: 14

How did O=C(Nc1ccc(S(=O)(=O)Nc2ncccn2)cc1)c1cnc(Cl)c(Cl)c1 do in these assays?
KCNH2 3.1 block: 0; Menin-MLL TR inh: 17%; Giardia killer: -18; MLL CXXC-DNA inh: 12%; FBPA coupling cs: 2; GALK inh: -7%; USP2a inh: 1%; B2AR arrestin: 0.1%; TRPV1 agonist: 1; KCNH2 WT inh: 0

What do the screens show for `COc1ccccc1C(=O)COC(=O)CCCN=C1NS(=O)(=O)c2ccccc21`?
KCNH2 3.1 block: -1; Giardia killer: -9; USP2a inh: 0%; B2AR arrestin: -0.2%; TRPV1 agonist: 4; KCNH2 WT inh: -7

What do the screens show for `CC1=NN(c2ccccc2)C(=O)/C1=C\c1c(C)[nH]n(-c2ccccc2)c1=O`?
KCNH2 3.1 block: -9; Menin-MLL TR inh: 4%; Giardia killer: 7; MLL CXXC-DNA inh: -15%; FBPA coupling cs: 2; GALK inh: -2%; USP2a inh: 0%; B2AR arrestin: -0.7%; TRPV1 agonist: 1; PKM2 activator: -3%; KCNH2 WT inh: -5

What do the screens show for `CC(C)=CCC/C(C)=C/CNC(=O)C[C@H]1C[C@H](C(=O)N2CCCCC2)[C@@]2(CCc3ccccc3)c3[nH]c4ccc(Cl)cc4c3CCN2C1=O`?
KCNH2 3.1 block: 11; Giardia killer: 4; USP2a inh: 4%; B2AR arrestin: -0.5%; KCNH2 WT inh: 3

How did COc1cc(NC(=O)C2CCCCC2)c2ncccc2c1 do in these assays?
KCNH2 3.1 block: 12; Menin-MLL TR inh: 4%; Giardia killer: 0; MLL CXXC-DNA inh: -3%; FBPA coupling cs: -7; GALK inh: -1%; USP2a inh: -1%; B2AR arrestin: -0.1%; TRPV1 agonist: 16; PKM2 activator: 0%; KCNH2 WT inh: 7

Results for Cc1cc(C)c(C(=O)Nc2ccccc2)c(CC(C)(C)C(=O)O)c1 ?
KCNH2 3.1 block: 10; Giardia killer: 11; MLL CXXC-DNA inh: -11%; FBPA coupling cs: 3; USP2a inh: 6%; B2AR arrestin: 0.3%; TRPV1 agonist: -1; PKM2 activator: 1%; KCNH2 WT inh: 1

What do the screens show for `COc1ccccc1NC(=O)N1CCc2[nH]c3ccc(Cl)cc3c2C1`?
KCNH2 3.1 block: -22; Menin-MLL TR inh: inconclusive; Giardia killer: 3; MLL CXXC-DNA inh: 4%; FBPA coupling cs: 0; GALK inh: 2%; USP2a inh: -7%; B2AR arrestin: -0.2%; TRPV1 agonist: inconclusive; PKM2 activator: -1%; KCNH2 WT inh: 2

Results for Oc1ccc(-c2nc3cnccn3c2Nc2ccc3c(c2)OCCO3)cc1 ?
KCNH2 3.1 block: -21; Menin-MLL TR inh: -6%[11.7 µM]; Giardia killer: 2; MLL CXXC-DNA inh: 3%; FBPA coupling cs: -3; GALK inh: 1%; USP2a inh: -6%; B2AR arrestin: 0.1%; PKM2 activator: 9%; KCNH2 WT inh: -26
